Source: PubChem BioAssay (Broad Institute)
NFkB binder – binders of NF-kB p50 subunit, primary screen, biochemical, small molecule microarray, anti-His fluorescence | anti-His fluorescence binding | Nuclear factor NF-kappa-B p105 subunit (Homo sapiens), P19838 | AID 624139, 2012 | 17,000 tested, 1.3% active | calls only;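 active means spot fluorescence over background significantly raised, with a chance value under 7% in all four replicate spots of the compound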;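 further: probe protein is his-tagged human p50 processed subunit at 1 µg/ml; raw spot fluorescence signals with no normalization applied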
Target sequence (P19838 1-433 limits assumed): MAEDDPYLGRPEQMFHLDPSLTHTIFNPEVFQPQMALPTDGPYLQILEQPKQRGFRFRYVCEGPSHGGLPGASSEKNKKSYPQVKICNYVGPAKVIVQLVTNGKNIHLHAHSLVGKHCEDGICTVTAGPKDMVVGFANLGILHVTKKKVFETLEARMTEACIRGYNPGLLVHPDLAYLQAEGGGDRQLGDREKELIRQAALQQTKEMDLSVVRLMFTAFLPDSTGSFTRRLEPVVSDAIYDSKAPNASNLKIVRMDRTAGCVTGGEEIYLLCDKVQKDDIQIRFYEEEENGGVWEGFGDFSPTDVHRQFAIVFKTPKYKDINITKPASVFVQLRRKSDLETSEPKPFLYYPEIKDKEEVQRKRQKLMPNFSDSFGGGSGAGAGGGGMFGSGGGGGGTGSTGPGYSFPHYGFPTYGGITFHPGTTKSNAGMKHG
Calls only; i = inactive; + = active, no number.

Start of the data: the first seven compounds, to show the layout:
canonical_smiles	NFkB binder
COc1cc(C=O)cc2c1[nH]c1ccccc12	i
C[C@H](CO)N1C[C@H](C)[C@@H](CN(C)Cc2ccccc2)Oc2ccc(NS(C)(=O)=O)cc2C1=O	i
C[C@@H]1CN([C@@H](C)CO)C(=O)Cc2cc(NC(=O)C3CC3)ccc2O[C@@H]1CN(C)S(=O)(=O)c1cn(C)cn1	i
C[C@@H]1CN([C@H](C)CO)C(=O)Cc2cc(N(C)C)ccc2O[C@H]1CN(C)S(=O)(=O)c1ccccc1	i
Cc1noc(C)c1S(=O)(=O)N(C)C[C@@H]1Oc2ccc(NS(=O)(=O)c3cccs3)cc2C(=O)N([C@@H](C)CO)C[C@@H]1C	i
CC1(C)CC(O)CC2(C)OC(=O)C=C12 (centres undefined)	i
C[C@@H]1CN([C@H](C)CO)C(=O)c2cc(NC(=O)Cn3cnnn3)ccc2O[C@@H]1CN(C)Cc1ccc2c(c1)OCO2	i

All compounds of this part (from the top)
canonical_smiles	NFkB binder
COc1cc(C=O)cc2c1[nH]c1ccccc12	i
C[C@H](CO)N1C[C@H](C)[C@@H](CN(C)Cc2ccccc2)Oc2ccc(NS(C)(=O)=O)cc2C1=O	i
C[C@@H]1CN([C@@H](C)CO)C(=O)Cc2cc(NC(=O)C3CC3)ccc2O[C@@H]1CN(C)S(=O)(=O)c1cn(C)cn1	i
C[C@@H]1CN([C@H](C)CO)C(=O)Cc2cc(N(C)C)ccc2O[C@H]1CN(C)S(=O)(=O)c1ccccc1	i
Cc1noc(C)c1S(=O)(=O)N(C)C[C@@H]1Oc2ccc(NS(=O)(=O)c3cccs3)cc2C(=O)N([C@@H](C)CO)C[C@@H]1C	i
CC1(C)CC(O)CC2(C)OC(=O)C=C12 (centres undefined)	i
C[C@@H]1CN([C@H](C)CO)C(=O)c2cc(NC(=O)Cn3cnnn3)ccc2O[C@@H]1CN(C)Cc1ccc2c(c1)OCO2	i
COc1cc(C2Oc3c(OC)cc(CCCO)cc3C2CO)ccc1O[C@H]1O[C@H](C)[C@@H](O)[C@H](O)[C@@H]1O (some centres undefined)	i
C[C@@H]1CCCCO[C@@H](CN(C)S(=O)(=O)c2ccccc2)[C@@H](C)CN([C@@H](C)CO)C(=O)c2cc(NS(C)(=O)=O)ccc2O1	i
C[C@H]1CN([C@@H](C)CO)C(=O)c2cccc(NS(C)(=O)=O)c2O[C@H]1CN(C)C(=O)Nc1ccccc1	i
C[C@H]1CN([C@@H](C)CO)C(=O)c2cccc(NS(=O)(=O)c3ccccc3)c2O[C@@H]1CN(C)C(=O)Nc1ccccc1	i
COc1ccc(CN(C)C[C@H]2Oc3c(NS(C)(=O)=O)cccc3C(=O)N([C@@H](C)CO)C[C@H]2C)cc1	i
C[C@H]1CN([C@@H](C)CO)C(=O)c2cccc(NC(=O)Nc3ccc(C(F)(F)F)cc3)c2O[C@H]1CN(C)S(=O)(=O)c1cn(C)cn1	i
C[C@@H]1CN([C@@H](C)CO)C(=O)Cc2cc(NS(=O)(=O)c3ccccc3)ccc2O[C@@H]1CN(C)Cc1ccc2c(c1)OCO2	i
Cc1noc(C)c1NC(=O)Nc1ccc2c(c1)C(=O)N([C@@H](C)CO)C[C@H](C)[C@@H](CN(C)C(=O)C1CCCCC1)OCCCC[C@@H](C)O2	i
COC(=O)c1cc(C)sc1NC(=S)NCCn1cc(Cl)cn1	i
C[C@H](CO)N1C[C@H](C)[C@H](CN(C)CC2CC2)Oc2ccc(NC(=O)c3ccncc3)cc2CC1=O	i
COc1cc(/C=C/CO)cc(OC)c1OC/C=C(\C)CCC=C(C)C	i
COC(=O)c1cc(O)cc(OC)c1C(=O)c1c(O)cc(C)cc1OC	i
C[C@H]1CN([C@@H](C)CO)C(=O)c2cc(NC(=O)Nc3ccc4c(c3)OCO4)ccc2O[C@@H]1CN(C)Cc1ccc(C(F)(F)F)cc1	i
C[C@H](CO)N1C[C@H](C)[C@H](CN(C)C(=O)NC2CCCCC2)Oc2ccc(NC(=O)NC3CCCCC3)cc2C1=O	i
C[C@H](CO)N1C[C@H](C)[C@H](CN(C)S(=O)(=O)c2ccccc2)Oc2ccc(NC(=O)NC3CCCCC3)cc2C1=O	i
CC(Oc1ccc(C(=O)Nc2ccc(Cl)cc2)cc1)C(=O)Nc1cc(Cl)ccc1Cl (centres undefined)	i
COc1cc2occc2c(O[C@@H]2O[C@H](CO)[C@@H](O)[C@H](O)[C@H]2O)c1CCC(=O)O	i

Another view of part of the listing above.
SMILES: C[C@@H]1CN([C@@H](C)CO)C(=O)Cc2cc(NC(=O)C3CC3)ccc2O[C@@H]1CN(C)S(=O)(=O)c1cn(C)cn1
  NFkB binder: i

SMILES: COc1cc(/C=C/CO)cc(OC)c1OC/C=C(\C)CCC=C(C)C
  NFkB binder: i

(next part)
canonical_smiles	NFkB binder
Cc1noc(C)c1S(=O)(=O)N(C)C[C@H]1Oc2c(NC(=O)c3ccc(-c4nccs4)cc3)cccc2C(=O)N([C@@H](C)CO)C[C@H]1C	i
CC(=O)c1ccccc1OCC(O)Cn1ccnc1 (centres undefined)	i
C[C@@H]1CN([C@H](C)CO)C(=O)c2cc(NS(=O)(=O)c3ccccc3)ccc2O[C@H]1CN(C)C(=O)Nc1ccc2c(c1)OCO2	i
C/C(=C/C(=O)O)CCC1C(C)CCC2C(C)(C=O)C(O)CCC12C (centres undefined)	i
Cc1ccc(-c2nnc(SCC(=O)Nc3ccccc3N3CCOCC3)o2)cc1	i
N#C/C(=C\c1ccc(O)c(O)c1)C(=O)NCCCc1ccccc1	i
Cc1scc(C(=O)NCCc2ccc(S(N)(=O)=O)cc2)c1-c1ccccc1	i
COc1ccc(S(=O)(=O)N(C)C[C@H]2Oc3c(NC(=O)c4ccncc4)cccc3C(=O)N([C@@H](C)CO)C[C@@H]2C)cc1	i
C[C@H](CO)N1C[C@H](C)[C@H](CN(C)S(=O)(=O)c2ccccc2)Oc2ccc(N(C)C)cc2CC1=O	i
C[C@@H]1CCCCO[C@H](CN(C)S(=O)(=O)c2ccccc2)[C@@H](C)CN([C@@H](C)CO)C(=O)c2cc(N(C)C)ccc2O1	+
C#Cc1ccc([C@@H]2C=C(C(=O)Nc3ccccc3)O[C@H](OCc3ccc(CO)cc3)C2)cc1	i
C[C@H](CO)N1C[C@H](C)[C@@H](CN(C)S(=O)(=O)c2cccs2)Oc2ccc(NC(=O)NC3CCCCC3)cc2CC1=O	i
C[C@H](CO)N1C[C@H](C)[C@@H](CN(C)C(=O)Nc2cccc3ccccc23)Oc2ccc(NC(=O)Cn3cnnn3)cc2C1=O	i
CS(=O)(=O)N(CC(=O)Nc1ccc(C(N)=O)cc1)c1cccc(C(F)(F)F)c1	i
C[C@H]1CCCCO[C@H](CN(C)S(=O)(=O)c2ccccc2)[C@@H](C)CN([C@@H](C)CO)C(=O)c2cc(N(C)C)ccc2O1	i
Cc1noc(C)c1NC(=O)N(C)C[C@H]1Oc2ccc(NC(=O)c3ccncc3)cc2CC(=O)N([C@H](C)CO)C[C@@H]1C	i
C[C@@H]1C=C(C(=O)Nc2ccccc2)O[C@H](OCCCCO)C1	i
Cc1ccc(S(=O)(=O)Nc2ccc3c(c2)CC(=O)N([C@@H](C)CO)C[C@H](C)[C@H](CN(C)C(=O)Nc2c(C)noc2C)O3)cc1	i
COc1ccc(S(=O)(=O)Nc2ccc3c(c2)C(=O)N([C@H](C)CO)C[C@H](C)[C@H](CN(C)Cc2ccc4c(c2)OCO4)OCCCC[C@@H](C)O3)cc1	i
C[C@@H]1CN([C@@H](C)CO)C(=O)Cc2cc(NS(=O)(=O)c3cccs3)ccc2O[C@@H]1CN(C)S(=O)(=O)c1ccccc1	i
C[C@@H]1CN([C@H](C)CO)C(=O)Cc2cc(NC(=O)Nc3ccc(F)cc3)ccc2O[C@@H]1CN(C)CC1CC1	i
C[C@@H]1CN([C@@H](C)CO)C(=O)c2cccc(NS(=O)(=O)c3ccc(Cl)cc3)c2O[C@@H]1CN(C)Cc1ccncc1	i
C[C@@H]1CN([C@H](C)CO)C(=O)c2cc(NC(=O)Nc3ccc4c(c3)OCO4)ccc2O[C@H]1CN(C)C	i
C[C@H]1CCCCO[C@H](CN(C)C(=O)CCCN(C)C)[C@@H](C)CN([C@@H](C)CO)C(=O)c2cc(NS(=O)(=O)c3cccs3)ccc2O1	i
C[C@H]1CN([C@@H](C)CO)C(=O)c2cc(NC(=O)NC3CCCCC3)ccc2O[C@@H]1CN(C)C(=O)Nc1ccccc1	i
COc1ccc(CN(C)C[C@@H]2Oc3ccc(NC(=O)Cc4cn(C)c5ccccc45)cc3C(=O)N([C@H](C)CO)C[C@H]2C)cc1	i
NC(=O)c1ccccc1NC(=O)COc1cccc2ccccc12	i
CC(C)NC(=O)Nc1cccc2c1O[C@H](CN(C)Cc1ccccc1)[C@H](C)CN([C@H](C)CO)C2=O	i
C[C@H]1CCCCO[C@H](CN(C)S(=O)(=O)c2cccs2)[C@@H](C)CN([C@@H](C)CO)C(=O)c2cc(N(C)C)ccc2O1	i
C[C@@H]1CN([C@@H](C)CO)C(=O)c2cc(NC(=O)Nc3ccc(C(F)(F)F)cc3)ccc2O[C@H]1CN(C)C	i
C[C@H]1CN([C@@H](C)CO)C(=O)c2cc(NS(=O)(=O)c3cn(C)cn3)ccc2O[C@H]1CN(C)C	i
Cc1noc(C)c1S(=O)(=O)N(C)C[C@H]1Oc2ccc(NS(=O)(=O)c3cn(C)cn3)cc2CC(=O)N([C@@H](C)CO)C[C@@H]1C	i
COc1cccc(NC(=O)c2c(NC(=O)c3cccnc3)sc3c2CCC3)c1	i
COCCOC(=O)N1C(=O)[C@@]2(c3cc(C#CCNC(N)=O)ccc31)[C@H](C(N)=O)[C@H]1C(=O)O[C@H](c3ccccc3)[C@H](c3ccccc3)N1[C@@H]2c1ccccc1OCCO	i
C[C@H](CO)N1C[C@H](C)[C@H](CN(C)C(=O)Nc2cccc3ccccc23)Oc2c(NS(=O)(=O)c3ccccc3)cccc2C1=O	i
O=C(CCc1ccc(O)cc1)c1c(O)cc(O[C@@H]2O[C@H](CO)[C@@H](O)[C@H](O)[C@H]2O)cc1O	i
COc1ccc(S(=O)(=O)N(C)C[C@H]2Oc3ccc(NS(=O)(=O)c4cn(C)cn4)cc3C(=O)N([C@H](C)CO)C[C@@H]2C)cc1	i
C[C@H]1CN([C@@H](C)CO)C(=O)c2cc(N(C)C)ccc2O[C@@H]1CN(C)C(=O)Nc1ccc(F)cc1	i
COc1ccc(NC(=O)CNC(=O)c2ccc(F)cc2)cc1	i
Cc1noc(C)c1NC(=O)Nc1ccc2c(c1)C(=O)N([C@H](C)CO)C[C@H](C)[C@@H](CN(C)C(=O)NC(C)C)OCCCC[C@H](C)O2	i
C[C@H]1CCCCO[C@H](CN(C)S(=O)(=O)c2cn(C)cn2)[C@@H](C)CN([C@@H](C)CO)C(=O)c2cc(N(C)C)ccc2O1	i
CC(Oc1ccc(-c2ccccc2)cc1)C(=O)Nc1ccccc1[N+](=O)[O-] (centres undefined)	i
C[C@@H]1CN([C@@H](C)CO)C(=O)c2cccc(NC(=O)c3ccncc3)c2O[C@H]1CN(C)CC1CC1	i
C[C@@H]1CN([C@H](C)CO)C(=O)Cc2cc(NS(=O)(=O)c3ccc(Cl)cc3)ccc2O[C@@H]1CN(C)C(=O)NC1CCCCC1	i
Cc1cc(C)nc(Nc2n[nH]c(CSc3nc4ccccc4s3)n2)n1	i
COc1cc(C(=O)O)cc(OC)c1O	i
COc1ccc(C(=O)N2CCNC(=O)C2CC(=O)Nc2ccc(C)cc2)cc1 (centres undefined)	i
COc1ccc(S(=O)(=O)N(C)C[C@@H]2Oc3ccc(NC(=O)CCN4CCOCC4)cc3C(=O)N([C@H](C)CO)C[C@@H]2C)cc1	i
COc1ccc(-c2cc(=O)c3c(O)c(OC)c(O)c(OC)c3o2)cc1	i
CN(C)CCCNc1oc(-c2ccccc2F)nc1C#N	i
C[C@H]1CN([C@@H](C)CO)C(=O)c2cccc(NC(=O)c3cnccn3)c2O[C@@H]1CN(C)CC1CC1	i
COC(=O)[C@]1(Cc2ccccc2)N=C(c2ccc(OCCCO)cc2)O[C@@H]1c1ccccc1N=[N+]=[N-]	+
CNC[C@@H]1Oc2ccc(NC(=O)C3CC3)cc2CC(=O)N([C@@H](C)CO)C[C@@H]1C	i
CC(C)NC(=O)Nc1ccc2c(c1)CC(=O)N([C@@H](C)CO)C[C@@H](C)[C@@H](CN(C)C)O2	i
CCCCCCC/C=C/C(=O)CCc1ccc(O)c(OC)c1	i
COc1cccc(OC)c1C(=O)N(Cc1nc(-c2ccc(Cl)cc2)no1)C(C)C	i
O=C(O)CNC(=O)CN1C(=O)c2ccccc2C1=O	i
COc1ccc(S(=O)(=O)Nc2ccc3c(c2)C(=O)N([C@H](C)CO)C[C@H](C)[C@H](CN(C)C(=O)Nc2ccccc2)O3)cc1	i
C[C@@H]1CN([C@H](C)CO)C(=O)c2cccc(NC(=O)C3CCOCC3)c2O[C@@H]1CN(C)Cc1ccc(Cl)c(Cl)c1	i
C[C@H]1CN([C@@H](C)CO)C(=O)c2cccc(NC(=O)Nc3cccc4ccccc34)c2O[C@H]1CN(C)C(=O)Nc1ccc(F)cc1	i

Additional records:
canonical_smiles	NFkB binder
C[C@@H]1CN([C@@H](C)CO)C(=O)c2cccc(N(C)C)c2O[C@@H]1CN(C)C(=O)Nc1cccc2ccccc12	i
C[C@H](CO)N1C[C@H](C)[C@H](CN(C)C(=O)NC2CCCCC2)Oc2ncc(C#Cc3ccccc3)cc2C1=O	i
COc1ccc(S(=O)(=O)Nc2ccc3c(c2)C(=O)N([C@@H](C)CO)C[C@@H](C)[C@@H](CN(C)S(=O)(=O)c2cccs2)O3)cc1	i
Clc1ccc2nc(SCc3csc(Nc4ccccc4)n3)oc2c1	i
Cc1noc(C)c1S(=O)(=O)N(C)C[C@@H]1OCCCC[C@@H](C)Oc2ccc(NC(=O)CCCN(C)C)cc2C(=O)N([C@H](C)CO)C[C@@H]1C	i

A portion of the library; count on the stated rates, not on these rows.
